# KinaseGlo FLuc = Counterscreen for Luciferase (Kinase-Glo TM) Inhibition; Luciferin 4-monooxygenase (Photuris pensylvanica), Q27757; Kinase-Glo luciferase, ATP luminescence, 8 min; Potency, µM (series often up to 38.3 µM), for the others: at the top dose activity change, negative = inhibition, usual class: inhibitors; 0.28% of 200,000 active; AID 1379, 2008; note: % is set by controls: 0 for no effect and ±100 for the full control effect; nearly all actives have a fitted effect of over 60% in size
#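 Compound is pinned into ATP-containing buffer (10 uM ATP, imidazole pH 7.2, 7 mM MgCl2). Kinase-Glo luciferase reagent is then added. Light output is recorded following an 8-min room-temperature incubation.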
# Tau fibril ThT = qHTS for Inhibitors of Tau Fibril Formation, Thioflavin T Binding | Microtubule-associated protein tau (Homo sapiens), P10636 | Potency, µM (series often up to 57.4 µM), inactives show at the highest dose activity, negative = inhibition, usual class: inhibitors | AID 1460, 2008 | 2.1% of 270,000 active | recombinant tau K18 P301L (four-repeat tau fragment), heparin-induced fibrillization, ThT fluorescence; note: % is set by controls: 0 for no effect and ±100 for the full control effect; nearly all actives have a fitted effect of over 55% in size
#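 Aggregation was driven by heparin (20 uM final) acting on recombinant tau […] bearing P301L in 100 mM sodium acetate pH 7; fibrils were detected with Thioflavin T.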
# L3MBTL1 block = qHTS Assay for the Inhibitors of L3MBTL1 | Lethal(3)malignant brain tumor-like protein 1 (Homo sapiens), Q9Y468 | AlphaScreen L3MBTL1–H3K9me1 peptide binding | Potency, µM (top dose mostly 57.1 µM), without a hit: at the highest dose activity, negative = inhibition, actives largely listed as inhibitors | 0.66% of 230,000 active; note: % is set by controls: 0 for no effect and ±100 for the full control effect; nearly all actives have a fitted effect of over 60% in size
#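 AlphaScreen proximity signal between nickel-chelate acceptor and streptavidin donor beads (final 10 ug/mL) reports binding of 50 nM L3MBTL1 to 75 nM biotin-H3 K9me1 peptide; complex incubated with compounds 30 min at room temperature; cefsulodin titration as control.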
# RECQ1 helicase = qHTS Assay for Inhibitors of RecQ-Like Dna Helicase 1 (RECQ1); AID 2549, 2010; 0.54% of 240,000 active; Potency, µM (doses to about 57.3 µM), inactives show at the highest dose activity, negative = inhibition, usual class: inhibitors; RECQ1 DNA unwinding, red fluorescence kinetic read;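 note: plate controls were vehicle for no effect and no enzyme for full effect; nearly all actives have a fitted effect of over 30% in size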
# Target sequence (P46063 whole entry, looked up): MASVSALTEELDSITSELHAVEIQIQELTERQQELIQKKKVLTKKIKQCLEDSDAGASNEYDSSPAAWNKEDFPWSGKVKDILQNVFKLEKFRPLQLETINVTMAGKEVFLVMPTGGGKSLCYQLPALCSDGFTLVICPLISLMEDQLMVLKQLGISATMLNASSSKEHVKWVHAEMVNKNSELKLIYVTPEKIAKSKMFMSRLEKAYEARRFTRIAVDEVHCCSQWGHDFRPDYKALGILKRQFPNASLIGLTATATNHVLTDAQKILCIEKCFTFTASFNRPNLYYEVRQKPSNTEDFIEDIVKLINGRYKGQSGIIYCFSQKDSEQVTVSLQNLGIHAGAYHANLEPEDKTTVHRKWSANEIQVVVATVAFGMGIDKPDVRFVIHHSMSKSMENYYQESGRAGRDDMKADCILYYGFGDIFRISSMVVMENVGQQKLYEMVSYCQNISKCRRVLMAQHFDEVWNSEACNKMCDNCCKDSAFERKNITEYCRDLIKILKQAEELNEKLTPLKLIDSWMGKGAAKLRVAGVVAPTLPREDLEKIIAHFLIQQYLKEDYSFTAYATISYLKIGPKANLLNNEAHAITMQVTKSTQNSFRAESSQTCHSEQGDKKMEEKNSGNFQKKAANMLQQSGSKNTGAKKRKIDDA
#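 RECQ1T1 50 nM; forked duplex (20 bp + 30-nt ss tails) 200 nM, ATP 2 mM final; pH 8.0, 2 mM MgCl2, 2.5 ug/ml poly(dI-dC); 15 min compound preincubation; discontinuous kinetic read over 2 h at RT.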
# SMN2 splice enh = qHTS Assay for Enhancers of SMN2 Splice Variant Expression. HEK293 SMN2-luciferase splicing reporter, luminescence, 30-36 h. Potency, µM (series often up to 46.1 µM), for inactives: at the highest dose activity change, positive = activation, usual class: activators. 2.8% of 210,000 active. AID 1458, 2008; note: % of control where 0% means no effect; nearly all actives have a fitted effect of over 55% in size
#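 qHTS luciferase splicing reporter: luminescence rises when SMN2 exon 7 is included in transfected HEK293 cells. Compound exposure lasted 30-36 h at 37C, with 4.5 mM final sodium butyrate as control, followed by a ONE-Glo read.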
# Lamin A splicing = qHTS Assay for Modulators of Lamin A Splicing | 0.01% of 200,000 active | AID 1487, 2009 | HeLa LMNA splicing GFP/RFP minigene ratio, 48 h | Potency, µM (top dose mostly 46.1 µM), inactives show top-dose ratio change, negative = inhibition, actives largely listed as inhibitors; active = well fitted inhibition curve with a large enough effect in the signal ratio, with a control signal flat, not every such curve was filed as active; inconclusive = small, poorly fitted or top-dose-only effect, or effect the other way, or a change in a side signal; the % refers to the signal ratio; note: % is set by controls: 0 for no effect and ±100 for the full control effect
#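 S3 HeLa stable clones carrying a lamin A-EGFP splicing minigene plus DsRed2 were seeded at 600 cells/well in Opti-MEM with 2% FBS, pin-dosed and incubated 48 h at 37°C. Acumen cytometry (488 nm) gave the GFP/RFP total-intensity ratio.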
# KDM4E inh = qHTS Assay for Inhibitors of Human Jumonji Domain Containing 2E (JMJD2E); Lysine-specific demethylase 4E (Homo sapiens), B2RXH2; JMJD2E catalytic domain, FDH-coupled NADH fluorescence (FDH is formaldehyde dehydrogenase); Potency, µM (highest dose often 57.1 µM), for inactives: at the highest dose activity change, negative = inhibition, hits mostly inhibitors; 1.6% of 230,000 active; AID 2147, 2009; active = well fitted inhibition curve with a large enough effect, not every such curve was filed as active; inconclusive = small, poorly fitted or top-dose-only effect, or another doubt; inactive = no such curve, though single readings can be large or run the other way;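 note: 0% = wells with enzyme and -100% = buffer wells without enzyme; nearly all actives have a fitted effect of over 50% in size; many of its hits are not listed in these tables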
# Target sequence (B2RXH2 1-337 limits assumed): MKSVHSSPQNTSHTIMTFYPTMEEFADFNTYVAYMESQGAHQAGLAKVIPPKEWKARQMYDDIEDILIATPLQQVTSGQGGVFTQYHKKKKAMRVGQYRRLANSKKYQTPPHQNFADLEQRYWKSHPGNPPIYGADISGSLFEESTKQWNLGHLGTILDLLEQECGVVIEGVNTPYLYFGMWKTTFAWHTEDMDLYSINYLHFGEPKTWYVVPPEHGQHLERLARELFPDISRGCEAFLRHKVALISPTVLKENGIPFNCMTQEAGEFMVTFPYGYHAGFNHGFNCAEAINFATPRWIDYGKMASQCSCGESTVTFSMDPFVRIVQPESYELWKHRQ
# ALDH1A1 block = qHTS Assay for Inhibitors of Aldehyde Dehydrogenase 1 (ALDH1A1); 7.3% of 220,000 active; Potency, µM (series often up to 75.3 µM), without a hit: top-dose activity, negative = inhibition, usual class: inhibitors; Purified ALDH1A1, NADH fluorescence, propionaldehyde substrate; Aldehyde dehydrogenase 1A1 (Homo sapiens), P00352; active = well fitted inhibition curve with a large enough effect, not every such curve was filed as active; inconclusive = small, poorly fitted or top-dose-only effect, or another doubt; inactive = no such curve, though single readings can be large or run the other way;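 note: plate controls were no enzyme wells and a reference inhibitor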
# Starred values were filed as active, the others as inactive; i = inactive; ? = inconclusive; . = no result given; & = joins results of further samples; [ ] = another dose, or the depositor's remark. Unless noted, calls come from the whole dose curve; as a rule, active = well fitted curve in the direction sought with a large enough effect; inconclusive = small, poorly fitted or top-dose-only effect, or another doubt; inactive = no such curve, though single readings can be large; an effect the other way counts as inactive or inconclusive. Potency is the fitted concentration of half-maximal effect. A portion of the library (hit frequency here may not be typical).
Molecule | KDM4E inh | KinaseGlo FLuc | ALDH1A1 block | RECQ1 helicase | SMN2 splice enh | Lamin A splicing | Tau fibril ThT | L3MBTL1 block
CCSc1nnc(NC(=O)C2CC(=O)N(Cc3ccc(C)cc3)C2)s1 (stereo unspecified) | -1% | 0% | -2% | i | -2% | . | -2% | -23%
C/C(Cn1cnc([N+](=O)[O-])n1)=N/NC(=O)COc1ccccc1Cl | 3% | 2% | 14µM* | -13% | -12% | -15% | ? | 5%
C/C(=N\NC(=O)COc1ccc(C)cc1C(C)C)c1ccc(-n2ccnc2)cc1 | -6% | 1% | -8% | -13% | 9% | -5% | ? | -4%
O=[N+]([O-])c1cc(C(F)(F)F)ccc1NCCCN1CCOCC1 | 9% | -5% | 15% | i | 7% | . | -16% | .
N#Cc1ccccc1/C=N/Nc1nc(-c2ccccc2)c2cc(Cl)ccc2n1 | -2% | 5% | 3% | -4% | 9% | ? | -13% | -1%
CCC1CCC/C1=N\NC(=O)c1cc(C)[nH]n1 (stereo unspecified) | 10% | 11% | ? | -2% | 2% | -8% | -8% | .
Cc1ccc(S(=O)(=O)Nc2ccc(SC(F)F)cc2)c(C)c1 | -7% | 3% | -9% | -28% | -5% | ? | -7% | 11%
CC(C)(C)NC(=O)C(=O)NNC(=O)c1ccccc1Br | 6% | -2% | 13% | -10% | . | 12%[46 µM] | -5% | 3%
O=C(OC(C(=O)NCc1cccs1)c1ccccn1)c1cccs1 (stereo unspecified) | 5% | 3% | ? | -1% | -10% | 5% | -2% | .
Cc1cccc2nc(CSc3nc4[nH]ncc4c(=O)n3-c3ccccc3Cl)cc(=O)n12 | ? | 16% | ? | -6% | -29% | ? | -11% | -4%
C=CCn1c(N2CCOCC2)nc2c1c(=O)[nH]c(=O)n2C | 7% | 6% | 8% | -4% | 3% | ? | -9% | -12%
O=C(CN1C(=O)C2CCCCC2C1=O)N1CCN(c2ccc(F)cc2)CC1 (stereo unspecified) | -1% | 1% | -12% | -1% | . | -6%[46 µM] | -3% | 4%
COC(=O)C(CC(C)C)NC(=O)c1cccs1 (stereo unspecified) | -15% | 0% | 13% | -9% | . | 1%[46 µM] | -3% | -1%
CO/N=C/c1ccc(Sc2ccc(C)cc2)c([N+](=O)[O-])c1 | 1% | 22% | -6% | -11% | -15% | -4% | -14% | .
COC(=O)c1sccc1NC(=O)c1ccccc1 | 2% | 0% | -2% | -2% | 8% | . | -6% | 43%[activator]
COCCn1c(SCC(=O)c2c[nH]c3ccccc23)nnc1-c1ccncc1 | 6% | 1% | 3% | -3% | 1% | -15% | 3% | 6%
COCCCN1C(=O)C(O)=C(C(=O)c2ccc(C)o2)C1c1cccc(Br)c1 (stereo unspecified) | -7% | 2% | 11% | -6% | 10% | -7% | -7% | 1%
CCNc1nc(NC(C)(C)C)nc(N2CCCC2)n1 | -8% | 1% | 5% | 0% | -21% | -9% | -4% | 2%
CCN(C(=O)c1cccnc1)c1ccccc1 | 1% | -2% | 2% | -3% | -4% | -2% | -4% | .
COC(=O)c1ccc(NC(=O)C2CC2)o1 | 7% | 1% | 3% | i | 2% | -3% | 2% | 1%
CN(C)CCCN=Cc1c(O)n(Cc2ccccc2)c(=O)c2ccccc12 | ? | -7% | -14% | i | 12% | -6% | -14% | .
COc1ccc(-c2cc(C(=O)Nc3ccc(Cl)cc3Cl)c3ccccc3n2)cc1OC | 148%[activator] | -1% | 12% | -1% | -17% | -6% | -6% | 8%
CSc1cccc(NC(=O)CSc2ccc(Cl)cc2)c1 | 9% | -1% | -3% | -20% | 0% | 9% | -14% | .
Fc1cccc(/C=N/NC(=S)Nc2ccccc2Cl)c1 | 1% | 2% | -4% | -9% | 29% | -8% | -4% | 9%
NNC(=O)c1cc2ccccc2[nH]1 | ? | -1% | ? | -2% | 20% | -13%[46 µM] | -11% | 4%
COCC(=O)N1CCC[C@@]2(CCN(C(=O)Nc3cccc(F)c3)C2)C1 | . | -1% | 0% | -5% | 4% | . | . | .
CC(=O)c1c(C)oc2ccc(NS(=O)(=O)c3ccc(O)c(C(=O)O)c3)cc12 | -6% | 0% | ? | 5% | 0% | -12% | -4% | ?
O=C([C@H](O)c1ccccc1)N1CCC[C@H]1CO | 7% | 1% | 9% | -4% | 3% | -2% | 2% | 4%
Oc1ccc2c(ccc3[nH]cnc32)c1 | 8% | . | 1% | -6% | . | ? | -12% | 3%
COc1ccc(/C=N/OCC(=O)Nc2nc3ccccc3s2)cc1OC | -4% | -30% | 8% | -2% | -25% | ? | 12% | 0%

# Laid out differently: entries from further up
# Values run as follows: KDM4E inh, KinaseGlo FLuc, ALDH1A1 block, RECQ1 helicase, SMN2 splice enh, Lamin A splicing, Tau fibril ThT, L3MBTL1 block
COCCn1c(SCC(=O)c2c[nH]c3ccccc23)nnc1-c1ccncc1
 : 6%, 1%, 3%, -3%, 1%, -15%, 3%, 6%
COc1ccc(-c2cc(C(=O)Nc3ccc(Cl)cc3Cl)c3ccccc3n2)cc1OC
 : 148%[activator], -1%, 12%, -1%, -17%, -6%, -6%, 8%
CCNc1nc(NC(C)(C)C)nc(N2CCCC2)n1
 : -8%, 1%, 5%, 0%, -21%, -9%, -4%, 2%
Oc1ccc2c(ccc3[nH]cnc32)c1
 : 8%, ., 1%, -6%, ., ?, -12%, 3%
CC(=O)c1c(C)oc2ccc(NS(=O)(=O)c3ccc(O)c(C(=O)O)c3)cc12
 : -6%, 0%, ?, 5%, 0%, -12%, -4%, ?

# (further entries)
Molecule | KDM4E inh | KinaseGlo FLuc | ALDH1A1 block | RECQ1 helicase | SMN2 splice enh | Lamin A splicing | Tau fibril ThT | L3MBTL1 block
CN(C)c1ncccc1-c1nc2ccccc2s1 | ? | -3% | ? | -5% | 4% | . | -8% | .
COc1ccc(C(=O)O)c(O)c1OC | -14% | 4% | -2% | -3% | -2% | 6% | -8% | .
COC(=O)c1cc(OC)c(OC)cc1NC(=O)C1CCCO1 (stereo unspecified) | ? | -1% | ? | 10% | ? | 1% | 2% | .
O=C(Nc1cccc(F)c1)C1CCN(C(=O)c2ccc(Br)cc2)CC1 | 3% | 18% | -8% | -1% | -18% | -14% | -7% | .
COc1ccc2nc(NCCCO)[nH]c2c1 | 4% | 1% | 2% | -2% | 9% | -4% | 7% | 8%[11.4 µM]
CCOC(=O)C1=C(C)NC(C)=C(C(=O)OC)C1c1cccc([N+](=O)[O-])c1 (stereo unspecified) | -7%&1%&-7%&3% | 0%&-3%&-4% | -1%&11%&-1%&10%&1% | -5%&-10%&-8%&-9% | -11%&14%&13%&7%&-2% | ? | -17%&-8%&-4%&-3%&3%&2% | -5%
C=CCNC(=S)Nc1c(C(=O)OC)[nH]c2cc(OC)ccc12 | -1% | . | . | -4% | . | . | 2% | -5%
COc1ccc2c(c1OC)CN(C)CCc1cc3c(cc1C(O)C2)OCO3 (stereo unspecified) | -7% | -1% | ? | -8% | 1% | 10% | -16% | 1%
O=C(NCC(O)c1ccc([N+](=O)[O-])cc1)C1CCCCC1 (stereo unspecified) | 3% | 0% | 5% | -8% | 3% | 13%[46 µM] | 5% | .
Cc1ccccc1CSc1nnc([C@@H]2CCCN2)o1 | 3% | . | . | i | . | . | -4% | -5%
COc1ccccc1C1C2=C(COC2=O)Nc2cc3c(cc21)OCO3 (stereo unspecified) | ? | 1% | ? | i | -16% | ? | -15% | -1%
CCOc1ccc(N(CC(=O)Nc2ccc(OC)cc2)S(=O)(=O)c2c(C)[nH]c(=O)[nH]c2=O)cc1 | 5% | 4% | -11% | -4% | -26% | . | -11% | .
O=C(CNC(=O)c1ccccc1)OC1CCCCC1 | -3% | -4% | 6% | -6% | 13µM* | 12%[46 µM] | 0% | 27%
Cc1nc(NC(=O)CCl)sc1C(=O)N(C)C | -21% | -5% | 32µM* | i | . | -22%[46 µM] | -4% | 3%
Cc1ccc(S(=O)(=O)N(C)c2nonc2C)cc1 | 2% | -5% | 9% | i | 4% | 10% | 2% | 4%
O=C(CS(=O)c1ccc(F)cc1)Nc1ccccc1Cl (stereo unspecified) | -8% | -1% | -2% | i | 11% | . | -2% | -2%
Cc1ccc(S(=O)(=O)N2C(=O)CCC2C(=O)N2CCN(C)CC2)cc1 (stereo unspecified) | -2% | -3% | 3% | -4% | -12% | -3% | 4% | .
CC(=O)N1CCC(N(CCN2CCOCC2)C(=S)Nc2c(C)cccc2C)CC1 | 8% | -3% | 6% | -3% | -4%[1.84 µM] | -6% | -3% | 5%
Cc1cc(C)nc(N/N=C/c2c[nH]c3ccccc23)n1 | 5% | 0% | 2% | ? | -5% | 11%[46 µM] | ? | 3%
COC(=O)CS(=O)(=O)c1ccc(C)cc1 | 1% | 0% | -1% | i | -3% | . | -9% | 10%
COc1cc(S(=O)(=O)N2CCOCC2)ccc1NC(=O)COC(=O)CC12CC3CC(CC(C3)C1)C2 | 0% | -1% | -1% | -20% | -21% | 3% | -8% | .
O=C(COc1cccc2c1CCN(Cc1ccccc1F)C2=O)N1CCCCC1 | -2% | 2% | ? | -11% | -41%[inhibitor] | 2%[9.22 µM] | -13% | -8%
Cn1nc(-c2ccccc2)c(CSc2cccc(Cl)c2)c1Cl | -5% | 1% | -8% | -9% | -15% | -22% | -13% | .
O=C(Nc1ccc2c(c1)CCC2)C1CCCO1 (stereo unspecified) | 5% | -3% | 14% | 0% | 25% | -7% | -11% | 8%
